Anthrax LF inh2: inhibitors of Bacillus anthracis lethal factor protease | P15917 | multiplex microsphere protease cleavage assay, LF | inhibition, % at 10 µM | 360,000 tested, 0.12% active | AID 588501; further: plate controls were buffer without enzyme for full effect and enzyme alone for no effect
PrPC TRFRET: cell surface PrPC inhibition, primary TR-FRET screen. P04156. TR-FRET read-out. inhibition, % at 13.8 µM. 370,000 tested, 0.43% active. AID 720596; in the data active means inhibition above about 24%; further: 0% = median of the test wells and 100% = reference compound wells
3CLpro inhibitor: SARS-CoV 3CLpro protease inhibition | 290,000 tested, 0.14% active | P0C6X7 | inhibition, % at 6 µM | recombinant SARS-CoV 3CLpro, quenched FRET peptide cleavage | AID 1706; in the data active means inhibition above about 12%
PfHsp40 rescue: rescue of PfHsp40-mediated yeast toxicity; S. cerevisiae expressing PfHsp40, growth rescue, ATP luminescence; growth rescue, % at 12.5 µM; 340,000 tested, 0.68% active; in the data active means growth rescue above about 28%, passing the limit was not always enough; inconclusive means no clear call, values can overlap the other calls;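 further: yeast W303a lacking pdr1 and pdr3 grown in galactose medium; growth measured after three days at 30 °C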
TcdB inh: inhibitors of Clostridioides difficile toxin B glycohydrolase | inhibition, % at 9.99 µM | AID 652162 | 350,000 tested, 0.24% active | P18177 | TcdB glycohydrolase enzymatic assay, plate reader; in the data active means inhibition above about 10%
BH1578 lux ind: quorum light induction in luxS cqsA deficient V. cholerae | activation, % at 18.7 µM | AID 588436 | V. cholerae BH1578 lux reporter, luminescence, 6 h | 350,000 tested, 0.16% active; in the data active means activation mostly above about 9.7%, no sharp cut-off; inconclusive means no clear call, values can overlap the other calls; inactive means mostly below about 3.7%; further: not every result past the cut was called active; inactives centre near 0; reference of the scale not given here
BoNT-A LC inh2: inhibitors of Botulinum neurotoxin A light chain protease; multiplex microsphere protease substrate cleavage, flow cytometry; inhibition, % at 10 µM; 360,000 tested, 0.17% active; AID 588499; further: plate controls were buffer without enzyme for full effect and enzyme alone for no effect
Yp Topo-I inh: inhibitors of Yersinia pestis topoisomerase I. AID 504884. Y. pestis Topo-I cleavage product accumulation, plate reader. 360,000 tested, 0.064% active. activity, % at 10 µM; in the data active means activity above about 50%, passing the limit was not always enough; inconclusive means no clear call, values can overlap the other calls; further: inactives centre near 2
PriA SSB inh: K. pneumoniae PriA-SSBct interaction inhibition. AlphaScreen SSBct-PriA binding, biotinylated peptide. inhibition, % at 33 µM. 430,000 tested, 0.6% active; in the data active means inhibition mostly above about 37%, no sharp cut-off; inactive means mostly below about 20%;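 further: plate controls were negative control peptide for no effect and reference peptide for full effect; strong numbers were not always called active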
Active calls of the source: *; i = inactive; u = inconclusive; x = not tested or not shown; & = joins results of further samples. Unless noted, no stated cut-off is given here; in the data, active means inhibition above about 30%; inconclusive means no clear call, values can overlap the other calls; inactive means below that. The list is partial. The share of hits here may be higher or lower than overall.

SMILES	Anthrax LF inh2	PrPC TRFRET	3CLpro inhibitor	PfHsp40 rescue	TcdB inh	BH1578 lux ind	BoNT-A LC inh2	Yp Topo-I inh	PriA SSB inh
Cc1ccc(-n2[nH]c(C)c(C=Nc3ccc(S(=O)(=O)Nc4nccs4)cc3)c2=O)cc1C	-3	13	4	-2.2	0.1	-0.6	-1.0	21	-12
O=C1NC(c2ccccc2)Nc2c1sc(=S)n2-c1ccccc1 (stereo not given)	0	-11	1	0.2	-5.3	-0.2	-0.9	-6	3
Cc1ccc(OCCCCCCN2CCNCC2)cc1	14	-9	x	-2.1	1.6	-0.6	-4.7	1	2
CCOc1ccc(CCNC(=O)COC(=O)/C=C/c2ccccc2OC)cc1OCC	5	6	x	0.0	2.2	i	-1.4	29	10
CCOCCCNC(=O)c1ccc2c(c1)ncn2-c1ccc(CC)cc1	9	1	-2	1.3	-1.9	-0.3	-1.8	20	-6
O=C(NN1CCOCC1)NC12CC3CC(CC(C3)C1)C2	5	-9	2	0.0	1.1	-0.6	0.2	-2	-6
Fc1cccc(Cl)c1/C=N/n1c(-c2cccnc2)n[nH]c1=S	3	4	-2	0.9	1.2	-9.1	0.3	5	x
C[C@@H]1CN([C@H](C)CO)S(=O)(=O)c2ccc(-c3cccc(C(=O)N(C)C)c3)cc2O[C@H]1CN(C)C(=O)Nc1ccc(F)cc1	-8	4	x	x	-0.9&0.1&-1.9	-2.3	-0.8	26	x
Cc1cc(C(=O)OCC(=O)Nc2cccc(S(N)(=O)=O)c2)c2ccccc2n1	5	3	2	-0.8	2.0	0.4	-1.1	-5	1
Cc1nc(Br)c(Br)c(C)c1Br	7	1	-3	0.7	-0.2	-0.6	-4.7	8	-8
CN1OCC2Cn3c(nc4ccccc43)C21 (stereo not given)	-5	9	x	-1.7	0.2	i	-0.4	-4	-3
CCCCCC(=O)N1CCN(CCN=CC2=C(O)CC(c3ccco3)CC2=O)CC1 (stereo not given)	9	-1	-5	-0.5	x	-2.1	0.0	9	-9
CCn1c(SCC(=O)OC)nc2sc3c(c2c1=O)CCC3	0	-6	2	-0.4	x	-0.4	0.8	2	-4
COc1ccc(NC(=O)C/C(C)=N/NC(=O)c2ccco2)c([N+](=O)[O-])c1	0	-21	-3	-0.5	0.8	-0.2	-1.5	3	x
COc1ccc(OC)c(S(=O)(=O)Nc2ccc(CC(=O)O)cc2)c1	-6	-6	1	2.3	x	-0.3	-0.8	6	-11
O=C(O)C1=C[C@@H](c2csc3ccccc23)C[C@@H](OCCCCO)O1	-7	-9	5	-0.7	0.0&-0.1	i	-0.1	-5	5
O=C(/C=C/c1ccco1)Nc1cccc(-c2nc3ccccc3[nH]2)c1	-2	-6	-2	0.3	x	-5.6	0.4	1	-2
COc1ccc([C@H]2CC(=O)C[C@@H](CCn3cc(C)nn3)O2)cc1	-5	6	x	x	-0.3	x	-0.4	x	x
O=S(=O)(c1ccc(NCCc2c[nH]c3ccccc23)nc1)N1CCOCC1	-2	3	2	1.0	x	-0.6	0.0	7	7
CC(C)CCc1c(O)nc(SCC(=O)N2CCCCCC2)[nH]c1=O	-1	2	5	1.2	-1.2	-0.2	-1.4	3	x
Cc1ccc(NC(=O)CCN2C(=O)OC(C)(C)C2(C)O)cc1 (stereo not given)	-10	-1	1	-0.6	0.3	i	-0.1	-1	-2
COc1cccc(-c2nc3cc(C)ccc3o2)c1	-2	2	-2	-2.2	x	i	-0.3	2	-8
COc1ccc(OC)c(NC(=O)Nc2nnc(N3CCC(C)CC3)s2)c1	-2	7	-3	-1.1	-0.3	-0.3	-0.5	-3	-1
COc1ccc2c(CC(=O)OCC(=O)Nc3ccc(S(N)(=O)=O)cc3)coc2c1	-5	8	1	0.8	0.6	-0.6	1.5	-7	0
O=c1[nH]cnc2c1c(-c1ccccc1)cn2-c1cccc(Cl)c1	0	-1	10	13	0.5	-0.3	0.0	37	19

Carrying on:
SMILES	Anthrax LF inh2	PrPC TRFRET	3CLpro inhibitor	PfHsp40 rescue	TcdB inh	BH1578 lux ind	BoNT-A LC inh2	Yp Topo-I inh	PriA SSB inh
CC1CCc2c(sc(NC(=O)COC(=O)C3CCCO3)c2C#N)C1 (stereo not given)	-5	-7	0	1.6	-0.1	i	0.1	-8	-8
O=C(N/N=C/c1coc2ccc(Cl)cc2c1=O)c1cc(O)cc(O)c1	-12	-2	-2	4.1	-0.6	0.5	-0.6	-8	x
O=C(Nc1ccccc1F)C1CCCN1S(=O)(=O)c1ccc(Cl)cc1 (stereo not given)	1	-5	x	1.3	-2.5	i	-1.3	-2	9
Cn1ncc([N+](=O)[O-])c1C(=O)NC1CCCCCC1	2	-9	2	-0.6	0.6	i	1.4	4	-7
CCOC(=O)c1c(C)[nH]c(C(=O)NNC(=O)c2ccccc2)c1C	-2	x	5	-0.7	-0.4	-0.4	0.1	3	-20
CCOC(=O)Cc1csc(NC(=O)CSc2nccn2C)n1	-1	-7	2	0.0	0.0	i	-2.3	-2	-7
CCOc1ccccc1C=NN=Cc1ccccc1O	-6	1	x	3.7	1.1	-1.0	-0.4	2	-11
CCN(c1ccccc1)S(=O)(=O)c1cccc(C(=O)NCc2ccncc2)c1	u	-1	x	0.9	-0.5	i	u	8	9
COc1ccc(CCNC(=O)/C=C/C(=O)O)cc1	-4	-1	0	0.4	3.5	-0.3	0.2	-4	2
O=C(CCc1nc2ccccc2c(=O)[nH]1)N1CCN(S(=O)(=O)c2ccc(F)cc2)CC1	-3	-6	x	2.0	-0.2	0.6	-0.3	1	-3
Cc1cccc(C)c1OCc1cc(C(=O)N2CCC(C3CCCCC3)C2)no1 (stereo not given)	0	0	7	3.9	-0.6	-0.2	0.9	55*	-16
COc1ccc(C=C2CS(=O)(=O)CC(=Cc3ccc(OC)cc3)C2=O)cc1	-4	-7	x	x	1.7	-5.0	-0.2	32	x
Cc1ccc(NC(=O)COC(=O)c2cc(Cl)ccc2Cl)c(Br)c1	1	1	7	-0.9	x	-0.3	0.2	11	-8
CCCc1cnc(N2CCN(C(=S)NC)CC2)nc1	-6	3	-5	-0.7	1.3	-0.6	-6.9	2	-9
CCCC(=O)NNC(=O)CC(=O)Nc1ccccc1C(=O)O	0	-3	-4	1.0	0.3	-0.4	-0.1	9	-7
C/C(=N/NC(=O)c1ccncc1)c1c[nH]c2ccccc12	0	5	0	-0.6	-3.9	-0.3	0.1	-5	x
S=C(NCc1ccncc1)NC1CCCCC1	4	-1	4	-0.8	0.5	0.8	-0.8	-4	-17
COc1cccc(CNC(=O)C2CCN(S(=O)(=O)c3ccc4c(c3)CC(C)N4C(=O)C3CC3)CC2)c1 (stereo not given)	0	-2	-7	0.9	0.4	i	1.3	22	-3
O=C(c1ccccc1Oc1ccccc1)N1CCN(c2ccccc2F)CC1	-2	-5	0	1.7	x	0.4	0.3	13	-8
Cc1c(Br)c([N+](=O)[O-])nn1CC(=O)N1CCCc2ccccc21	-4	-3	4	0.2	x	i	0.2	-2	-12
Cc1ccc(C23CC4CC(CC(NC(=O)NCCN(C)C)(C4)C2)C3)cc1	-3	2	-1	7.9	x	-0.3	0.7	-19	3
CC(=O)Oc1ccc(C(=O)Nc2ccccc2C(=O)Nc2cccc(C(=O)O)c2)cc1	-6	7	3	0.7	1.5	0.6	-3.6	2	-8
CC1CCCCN1C(=O)CCn1c(=S)oc2ccccc21 (stereo not given)	x	5	0	1.3	0.5	-0.5	x	-8	-19
COc1ccc(N2C3=[N+](CCCC3)CC2(C)O)cc1 (stereo not given)	-4	10	x	-0.6	x	i	-2.7	2	-14
O=[N+]([O-])c1cc2c(c(CSc3ncccn3)c1)OCOC2	-2	-5	4	-0.7	2.6	-0.3	0.6	3	-5

(more compounds)
SMILES	Anthrax LF inh2	PrPC TRFRET	3CLpro inhibitor	PfHsp40 rescue	TcdB inh	BH1578 lux ind	BoNT-A LC inh2	Yp Topo-I inh	PriA SSB inh
CC1CC2(C)Oc3ccccc3CC2C(C)C1CNCCCN(C)C (stereo not given)	-2	-13	5	-0.2	-0.6	-0.2	-0.9	-14	-6
COCCn1c(=S)[nH]c2cc(C(=O)N3CCc4ccccc43)ccc2c1=O	-4	-3	-6	-2.5	x	i	-4.0	1	0
CCn1c(SCC(=O)Nc2nc(C)c(C)s2)nnc1-c1cccnc1	-1	-7	-4	-0.8	2.4	0.7	-4.9	1	-2
CC(C(=O)Nc1ccc2nccnc2c1)N1C(=O)C2C3C=CC(C3)C2C1=O (stereo not given)	-4	-3	-3	-0.5	1.4	-0.2	-1.9	-2	-11
CC(=O)c1cccc(S(=O)(=O)N2CCN(c3ccccc3F)CC2)c1	-3	7	3	-0.2	2.4	i	-0.3	-7	-23
O=C(CCl)Nc1cc(-c2ccccc2)nn1-c1ccccc1	-5	-2	12	4.4	x	-0.3	1.1	-4	-9
COc1cc2ccccc2cc1C(=O)Nc1ccc(Br)cn1	-25	-2	-8	-0.3	0.4	-1.7	-5.6	2	-9
O=C1CCCc2ccccc2N1Cc1ccc(Cl)cc1	-2	1	6	0.6	x	i	-0.5	13	-19
O=C(COC(=O)c1ccc(S(=O)(=O)N2CCOCC2)cc1)NC1CCCCCC1	4	1	3	-1.1	0.7	i	0.3	-4	-21
Cc1ccc(-c2cc3nc(NCCOc4ccccc4Cl)n(C)c(=O)c3s2)cc1	-4	-8	x	x	1.0	i	-0.1	-1	x
CC(C)c1nc2cc(C(=O)N3CCNC(=O)C3c3cccc(F)c3)ccc2o1 (stereo not given)	-2	-3	2	0.2	-1.1	-0.2	0.7	-3	-2
O=C(NCCCN1CCCCC1)c1ccc(CS(=O)c2ccc(F)cc2)o1 (stereo not given)	2	4	-5	1.5	1.8	i	-1.7	-2	0
CS(=O)(=O)N1CCC(C(=O)Nc2ccccc2)CC1	2	-4	5	-0.9	x	i	1.4	2	3
O=C(COc1ccccc1)NNC(=O)c1cccs1	0	-3	-4	-0.5	1.1	0.4	-0.5	-2	-11
CCOc1ccc(C(=O)Nc2ccc(N3CCCC3)cc2)cc1	-15	-2	-4	3.2	x	-0.6	-1.1	-18	21
CC1CCCCN1C(=O)NC12CC3CC(CC(C3)C1)C2 (stereo not given)	0	-5	8	-0.8	x	-0.2	0.2	-5	-8
CCN1CCc2c(C#N)c(N3CCOCC3)nc(NCc3ccccc3)c2C1	-1	-5	-9	-1.1	x	-0.5	-0.2	-7	-12
CCc1ccc(C(=O)CSc2n[nH]c(C)n2)cc1	-3	7	2	-1.7	x	-0.2	-0.6	1	-14
CC(C)(C)c1ccc(S(=O)(=O)NCCc2ccncc2)cc1	-1	6	6	0.5	x	i	0.2	17	-10
Cc1ccc(S(=O)(=O)NCC(=O)OCC(=O)NCc2ccco2)cc1	-4	-1	x	0.1	0.0	-0.2	-0.6	8	-1
CCCCCCCOc1ccc(C2(C)NC(=O)NC2=O)cc1 (stereo not given)	-2	12	2	0.0	1.3	-0.8	4.2	14	0
COc1ccc(Nc2c3ccccc3nc3ccccc23)cc1	-1	3	2	-0.5	3.7	i	-0.1	-38	18
CC(=O)OC1CCC2C3CCC4=CC(=O)CCC4(C)C3CCC2(C)[C@]1(C)O (stereo not given in full)	-6	-9	x	-0.1	1.0	i	-0.6	-7	-20
Fc1ccc(N2CCN(Cc3ccccn3)CC2)cc1	-6	-5	1	0.0	1.3	i	-1.0	8	-4
COc1ccccc1Cc1c(-c2ccc(Cl)cc2)nc2ccc(Br)cn12	18	11	x	x	0.3	x	12	x	x

Compound profiles (already shown). Values in the order: Anthrax LF inh2 | PrPC TRFRET | 3CLpro inhibitor | PfHsp40 rescue | TcdB inh | BH1578 lux ind | BoNT-A LC inh2 | Yp Topo-I inh | PriA SSB inh
COCCn1c(=S)[nH]c2cc(C(=O)N3CCc4ccccc43)ccc2c1=O is listed with -4 | -3 | -6 | -2.5 | x | i | -4.0 | 1 | 0
O=C(CCl)Nc1cc(-c2ccccc2)nn1-c1ccccc1 is listed with -5 | -2 | 12 | 4.4 | x | -0.3 | 1.1 | -4 | -9
CC(C)c1nc2cc(C(=O)N3CCNC(=O)C3c3cccc(F)c3)ccc2o1 (stereo not given) is listed with -2 | -3 | 2 | 0.2 | -1.1 | -0.2 | 0.7 | -3 | -2
O=C(COC(=O)c1ccc(S(=O)(=O)N2CCOCC2)cc1)NC1CCCCCC1 is listed with 4 | 1 | 3 | -1.1 | 0.7 | i | 0.3 | -4 | -21

Compound activity: PubChem BioAssay, several laboratories
